High-throughput results from PubChem BioAssay.
MT1-MMP act inh: blockers of MT1-MMP proenzyme processing, primary screen, HT1080 RFP-PRO-GFP cells, GFP/RFP fluorescence | Matrix metalloproteinase-14 (Homo sapiens), P50281 | GFP/RFP ratio change, % at 20 µM | 360,000 tested, 0.061% active | GFP/RFP ratio fluorescence, overnight; percent of plate control window, DMSO zero | AID 651647, 2012;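 active means GFP/RFP ratio change of at least 30% with cell ATP level not reduced by more than half and red fluorescence within 50% of control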; further: strong numbers were not always called active
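Read-out: GFP/RFP fluorescence ratio; Test system: RFP-PRO-GFP reporter HT1080 cells; Compound dosing: single-point 20 µM compound, 1% DMSO; Times: overnight compound exposure at 37 °C.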
CSN inh: inhibitors of CSN-mediated cullin deneddylation, primary screen, biochemical, fluorescence polarization, uHTS; AID 651999, 2013; COP9 signalosome complex subunit 5 (Homo sapiens), Q92905; Purified CSN, SCF-Nedd8-OG deneddylation; 360,000 tested, 0.38% active; inhibition, % at 12.5 µM;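 active means pattern-corrected inhibition above about 35%, with an unprinted fluorescence ratio check between 0.5 and 1.5, limit read from the data, passing the limit was not always enough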;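 further: 0% = enzyme with substrate and 100% = substrate without enzyme; some results filed as inactive read as strong as hits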
Target sequence (Q92905 whole entry, looked up, one chain of several): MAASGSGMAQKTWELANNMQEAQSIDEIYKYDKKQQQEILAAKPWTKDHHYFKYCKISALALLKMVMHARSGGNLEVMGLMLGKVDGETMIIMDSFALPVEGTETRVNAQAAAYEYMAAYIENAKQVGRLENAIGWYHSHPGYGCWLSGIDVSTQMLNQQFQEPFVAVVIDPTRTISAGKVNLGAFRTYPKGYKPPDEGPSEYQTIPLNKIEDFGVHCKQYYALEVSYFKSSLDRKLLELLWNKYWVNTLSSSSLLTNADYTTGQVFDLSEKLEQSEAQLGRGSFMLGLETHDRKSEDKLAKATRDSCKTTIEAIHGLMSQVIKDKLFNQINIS
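Material: human Csn5 produced in HEK293T cells; Input: enzyme 0.24 nM; Reagent: SCFSkp2-Nedd8OG substrate at 10 nM final; Dosing: 12.5 µM compound; Incubation: 90 min reaction at room temperature; Detection: fluorescence polarization of the substrate; Evaluation: % inhibition of substrate cleavage by Csn5; Control set: substrate-only high control, full reaction low control.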
bovine MsrA act: bovine MsrA enzyme activators, primary screen, biochemical, absorbance, HTS | AID 602163, 2012 | activation, % at 10.6 µM | purified bovine MsrA, absorbance read-out | 360,000 tested, 0.3% active; in the data active means activation above about 7.5%;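 further: 0% = vehicle and 100% = reference activator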
E coli Lon inh: inhibitors of E. coli Lon protease, primary screen, biochemical, fluorescence polarization; P0A9M0; purified E. coli Lon protease; inhibition, % at 7.94 µM; 360,000 tested, 0.42% active; AID 602123, 2011; in the data active means inhibition above about 13%, passing the limit was not always enough;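 further: 0% = enzyme with probe and DMSO and 100% = no enzyme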
Target sequence (P0A9M0 whole entry, looked up): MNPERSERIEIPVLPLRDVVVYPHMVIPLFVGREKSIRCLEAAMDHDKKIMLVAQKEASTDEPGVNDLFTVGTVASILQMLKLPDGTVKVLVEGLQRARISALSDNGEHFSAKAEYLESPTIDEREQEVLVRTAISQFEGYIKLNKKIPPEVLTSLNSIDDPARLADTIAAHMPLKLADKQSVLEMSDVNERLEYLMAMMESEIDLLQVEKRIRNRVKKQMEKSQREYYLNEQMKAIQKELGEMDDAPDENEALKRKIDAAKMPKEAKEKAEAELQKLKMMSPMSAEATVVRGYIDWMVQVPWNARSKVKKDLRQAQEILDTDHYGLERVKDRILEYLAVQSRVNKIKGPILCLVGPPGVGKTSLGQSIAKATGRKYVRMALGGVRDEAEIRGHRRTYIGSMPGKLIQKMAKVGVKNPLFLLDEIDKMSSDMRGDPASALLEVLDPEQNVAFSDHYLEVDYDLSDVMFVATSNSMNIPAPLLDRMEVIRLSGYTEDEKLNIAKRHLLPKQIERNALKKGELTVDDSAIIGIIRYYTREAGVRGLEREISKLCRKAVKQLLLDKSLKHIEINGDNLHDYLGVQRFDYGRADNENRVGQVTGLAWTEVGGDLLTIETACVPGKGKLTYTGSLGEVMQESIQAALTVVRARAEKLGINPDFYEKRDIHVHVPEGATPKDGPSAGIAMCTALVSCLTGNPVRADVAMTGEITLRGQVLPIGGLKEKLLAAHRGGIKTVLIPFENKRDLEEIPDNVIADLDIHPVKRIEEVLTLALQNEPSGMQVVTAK
Rin1 Abl inh: inhibitors of Rin1-Abl protein binding, primary screen, biochemical, TR-FRET; inhibition, % at 7.35 µM; Tyrosine-protein kinase ABL1 (Homo sapiens) + Ras and Rab interactor 1 (Homo sapiens), …; AID 588664, 2011; 360,000 tested, 0.4% active; in the data active means inhibition above about 5%, passing the limit was not always enough
MsrA inhibitor: bovine MsrA enzyme inhibitors, primary screen, biochemical, absorbance, HTS; Methionine sulfoxide reductase A (Bos taurus); purified bovine MsrA, absorbance read-out; inhibition, % at 15.5 µM; 360,000 tested, 0.75% active; AID 651718, 2012; in the data active means inhibition above about 4.5%;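 further: 0% = vehicle wells with enzyme and 100% = reference inhibitor wells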
MLLE-PAM2 inh: inhibitors of PABP1 MLLE–PAM2 peptide binding, primary screen, biochemical, fluorescence polarization, FITC-PAM2, GST-MLLE | Polyadenylate-binding protein 1 (Homo sapiens), P11940 | inhibition, % at 20 µM | 360,000 tested, 0.36% active | AID 588489, 2011; in the data active means inhibition above about 35%, passing the limit was not always enough;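 further: plate controls were DMSO wells with GST-MLLE for no effect and wells lacking GST-MLLE protein for full effect; some results filed as inactive read as strong as hits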
FAS-TE inh: FAS thioesterase domain inhibitors, primary screen, biochemical, fluorescence intensity, uHTS | recombinant FAS-TE, OMFH fluorogenic substrate, fluorescence endpoint | inhibition, % at 15 µM | 360,000 tested, 0.67% active | AID 602261, 2012;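 active means compounds whose normalised, plate-corrected inhibition of enzyme fluorescence in the single-dose primary screen is 50% or more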;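 further: 0% = DMSO with enzyme and 100% = substrate without enzyme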
Rpn11 block: Rpn11 (PSMD14) deubiquitinase inhibitors, primary screen, biochemical, fluorescence polarization, uHTS; 26S proteasome non-ATPase regulatory subunit 14 (Homo sapiens), O00487; human 26S proteasome, Ub4-pepOG fluorescence polarization; 20S core pre-blocked with epoxomicin; calls only at 20 µM; 360,000 tested, 0.59% active; AID 588493, 2011;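 active means inhibition at 20 µM, scaled to each plate's controls, above about 33%, limit read from the data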
* = called active by the depositor; i = inactive; x = no result given.

1) Cn1c(Cc2ccccc2)nnc1SCC(=O)Nc1ccc2c(c1)OCCO2
2) CC(=O)c1cc(C#N)c(N2CCN(c3ccccc3)CC2)nc1C
3) COc1cc(/C=C/C(=O)O)cc(S(=O)(=O)Nc2ccc3nc(SC)sc3c2)c1OC
4) COc1ccc(OC)c(CCNC(=O)C(C)n2nc(C)c3c(C)n(-c4ccccc4)nc3c2=O)c1 (configuration not stated)
5) CCN(CC)S(=O)(=O)c1cc(C(=O)OCC(=O)c2ccc3c(c2)NC(=O)CO3)ccc1Cl
6) CCOc1ccccc1N(CC(=O)NC1CCCCC1)C(=O)CCCC(=O)Nc1ccccn1
7) CCOC(=O)Nc1cccc2ccccc12
8) O=C(NCCN1CCOCC1)C(=O)NCC1OCCN1S(=O)(=O)c1ccc(Cl)cc1 (configuration not stated)

compound no.,1,2,3,4,5,6,7,8
MT1-MMP act inh,2,-1,1,-1,2,0,1,-2
CSN inh,-2,2,3,-3,-2,0,6,-3
bovine MsrA act,-13,-4,-3,-1,-4,-4,-2,-2
E coli Lon inh,10,4,2,-4,-7,2,-9,-1
Rin1 Abl inh,0,-1,-3,3,0,3,0,-2
MsrA inhibitor,x,-0.7,0.7,0.0,-1.1,0.1,-0.6,-0.8
MLLE-PAM2 inh,-5,-3,4,4,1,6,-10,-12
FAS-TE inh,-2,19,1,-4,4,-7,0,-8
Rpn11 block,i,i,i,i,i,i,i,i

9) COc1ccccc1NC(=O)COC(=O)C1CC2C=CC1C2 (configuration not stated)
10) C=C(C(=O)c1ccccc1)C(C)C(=C)C(=O)c1ccccc1
11) Cc1c(C(=O)N2CCC(C)CC2)sc2ncnc(N(C)c3ccccc3)c12
12) COc1ccc(C=NCCCN2CCOCC2)cc1
13) COC(=O)c1ccc2nc(C3CCCCC3)c(CC(C)(C)C)n2c1
14) COc1ccc(CCN2CC(C(=O)N(C)Cc3c(C)n[nH]c3C)CCC2=O)cc1 (configuration not stated)
15) O=S(=O)(c1ccc(N2CCN(CCO)CC2)nc1)N1CCOCC1
16) CCn1ncc(Cl)c1C(=O)Nc1cc(Cl)ccc1Cl

compound no.,9,10,11,12,13,14,15,16
MT1-MMP act inh,4,-14,-8,0,-12,1,8,-5
CSN inh,-6,1,-6,-2,0,-4,-1,-3
bovine MsrA act,-1,-7,-8,-3,-1,-2,-10,1
E coli Lon inh,-3,-2,-7,-2,5,-8,-7,1
Rin1 Abl inh,-1,2,-4,0,3,-5,2,-2
MsrA inhibitor,-1.0,0.2,1.7,1.5,1.2,0.3,-1.1,0.2
MLLE-PAM2 inh,-21,-17,0,-7,0,0,-2,3
FAS-TE inh,-3,-13,7,-6,19,-6,-8,14
Rpn11 block,i,i,i,i,i,i,i,i

Sorted by SMILES length (largest number first): some entries from above
14) COc1ccc(CCN2CC(C(=O)N(C)Cc3c(C)n[nH]c3C)CCC2=O)cc1 (configuration not stated)
11) Cc1c(C(=O)N2CCC(C)CC2)sc2ncnc(N(C)c3ccccc3)c12
13) COC(=O)c1ccc2nc(C3CCCCC3)c(CC(C)(C)C)n2c1
10) C=C(C(=O)c1ccccc1)C(C)C(=C)C(=O)c1ccccc1
16) CCn1ncc(Cl)c1C(=O)Nc1cc(Cl)ccc1Cl

compound no.,14,11,13,10,16
MT1-MMP act inh,1,-8,-12,-14,-5
CSN inh,-4,-6,0,1,-3
bovine MsrA act,-2,-8,-1,-7,1
E coli Lon inh,-8,-7,5,-2,1
Rin1 Abl inh,-5,-4,3,2,-2
MsrA inhibitor,0.3,1.7,1.2,0.2,0.2
MLLE-PAM2 inh,0,0,0,-17,3
FAS-TE inh,-6,7,19,-13,14
Rpn11 block,i,i,i,i,i

Remaining list, next part
17) CCOC(=O)C1CCN(c2nc(C)cc(C)c2C#N)CC1
18) O=C(/C=C/c1ccccc1)NC(=S)NNS(=O)(=O)c1ccccc1
19) COCCCNC(=O)Cn1cnc2sc(C)c(S(=O)(=O)N3CC(C)CC(C)C3)c2c1=O (configuration not stated)
20) Cc1cccc(NC(=O)CNC(=O)c2ccc(S(=O)(=O)NCc3ccco3)cc2)c1C
21) CCCCC(=O)Oc1ccccc1C1SCc2cc(C)c(C)cc2CS1
22) Cc1onc(-c2ccc3c(c2)OCO3)c1-c1ccc2[nH]ccc2c1
23) Cc1noc(C)c1S(=O)(=O)N1CCCN(C(=O)/C=C/c2ccccc2F)CC1
24) CCOc1ccc(C(=O)NCC(=O)OCc2c(C)noc2C)cc1OCC

compound no.,17,18,19,20,21,22,23,24
MT1-MMP act inh,0,-5,4,2,-9,-3,2,-4
CSN inh,6,-8,2,-1,-5,-2,4,-6
bovine MsrA act,-3,2,1,-1,-4,-1,0,-1
E coli Lon inh,6,4,6,-12,-3,1,-14,-10
Rin1 Abl inh,2,1,0,2,-5,4,-2,0
MsrA inhibitor,0.8,1.2,x,1.1,1.6,0.1,-0.3,-1.1
MLLE-PAM2 inh,7,30,9,-7,1,1,6,-12
FAS-TE inh,18,1,-2,0,2,22,-1,-3
Rpn11 block,i,i,i,i,i,i,i,i

25) O=C(OCC(=O)c1ccc(Br)s1)c1ccc(O)cc1
26) CC(=O)Nc1ccc(NC(=O)COC(=O)c2ccc(Cl)nc2)cc1
27) COc1ccc(N2CCN(S(=O)(=O)c3ccc(Cl)s3)CC2)cc1
28) CCOC(=O)Cn1nnc(-c2ccc(OCC(C)C)cc2)n1
29) C=CCNC(=O)/C(=C/c1cccc([N+](=O)[O-])c1)NC(=O)c1ccco1
30) Cc1ccc(S(=O)(=O)CC(=O)Nc2nc(-c3ccccc3)cs2)cc1
31) COc1ccc(/C=C2/Sc3ccc(C(=O)N4CCOCC4)cc3NC2=O)cc1OC
32) CCOC(=O)N1CCC(NC(=O)CS(=O)(=O)Cc2nc(-c3ccccc3C)oc2C)CC1

compound no.,25,26,27,28,29,30,31,32
MT1-MMP act inh,2,3,14,4,0,3,-4,0
CSN inh,3,0,5,-1,-5,1,1,-3
bovine MsrA act,-5,-3,-4,-10,3,-9,-1,-3
E coli Lon inh,-14,1,-11,-9,-1,-1,-5,-9
Rin1 Abl inh,0,-3,3,1,0,-1,-3,1
MsrA inhibitor,-0.1,0.3,0.8,-0.3,1.4,0.1,0.1,2.0
MLLE-PAM2 inh,-23,-22,21,13,3,-1,9,5
FAS-TE inh,4,-7,3,14,20,10,-8,-5
Rpn11 block,i,i,i,i,i,i,i,i

33) CCCCC(=O)C1CCN(Cc2ccccc2)CC1
34) Cc1c(N2C(=O)C3C4C=CC(C4)C3C2=O)c(=O)n(-c2ccccc2)n1C (configuration not stated)
35) O=C(O)c1cc2ccc3cccc4ccc(c1)c2c34
36) COc1ccc(C(CCN2CCOCC2)c2c(OC)cc(OC)c3c(C)cc(=O)oc23)cc1 (configuration not stated)
37) OC(c1ccccc1)(c1ccccc1)C1CCN(C(=S)NCCc2ccccc2)CC1
38) O=C1NC(c2ccco2)Nc2ccccc21 (configuration not stated)
39) N#Cc1ccc(CSc2nnc(-c3ccccn3)n2-c2ccc(Cl)cc2)cc1
40) N#CCCN(CCC#N)C(=O)c1ccc2c(c1)OCO2

compound no.,33,34,35,36,37,38,39,40
MT1-MMP act inh,5,x,-3,8,-5,2,-6,7
CSN inh,15,1,0,-2,-6,-1,-7,1
bovine MsrA act,-5,-11,-3,0,-4,-3,-8,-1
E coli Lon inh,-23,3,1,-3,-1,-7,5,9
Rin1 Abl inh,11*,-1,0,3,1,1,1,-5
MsrA inhibitor,0.4,1.2,3.4,0.0,0.6,1.5,0.6,0.5
MLLE-PAM2 inh,-3,5,-8,-5,-105,4,-1,12
FAS-TE inh,-9,-5,-3,27,24,-4,-19,-7
Rpn11 block,i,i,i,i,i,i,i,i

41) CCOC(=O)[C@@H]1[C@H]2COc3ccc(Br)cc3[C@H]2N2C(=O)N(c3ccc(C)cc3)C(=O)[C@]12C
42) Cc1ccccc1NC(=O)CSc1nnc(NC(=O)c2ccco2)s1
43) O=C(CCNS(=O)(=O)c1ccccc1C(F)(F)F)N1CCN(c2ccccc2O)CC1
44) O=C(c1cccc(S(=O)(=O)NCc2ccccc2)c1)N1CCCCC1
45) O=C(NCC1CCCO1)c1cccc(N2CCCC2=O)c1 (configuration not stated)
46) Fc1ccc(-c2ccc3c(c2)C2CC3CCN2)cc1 (configuration not stated)
47) O=c1c(-c2n[nH]c(=S)n2-c2ccccc2)cccn1Cc1cccc(Cl)c1
48) CCOc1ccc(Br)cc1S(=O)(=O)Nc1cccc(S(=O)(=O)N(C)c2ccccc2)c1

compound no.,41,42,43,44,45,46,47,48
MT1-MMP act inh,1,0,-3,6,-1,3,4,0
CSN inh,2,3,4,-3,-2,-1,0,-19
bovine MsrA act,-1,-7,-2,0,-5,-6,-1,-1
E coli Lon inh,-5,2,-8,-3,-7,-5,14,-1
Rin1 Abl inh,6,1,2,1,0,-4,-2,-1
MsrA inhibitor,0.2,1.4,-1.2,0.5,0.3,-1.0,1.4,1.8
MLLE-PAM2 inh,-12,12,5,-3,1,-1,10,-130
FAS-TE inh,60*,-4,-3,-7,-8,-9,-6,36
Rpn11 block,i,i,i,i,i,i,i,i

49) COc1cc(/C=C/C(=O)O)cc(S(=O)(=O)Nc2ccc(S(=O)(=O)N3CCCCC3)cc2)c1OC
50) CC(C)=CCN1CCN(Cc2cc(C(C)C)n[nH]2)CC1CCO (configuration not stated)
51) CCN(CC)C(=O)CSc1ncnc2c1nnn2-c1ccc(OC)cc1
52) CCC[N+](CC#Cc1ccccc1)(CCC)CC(=O)OC
53) O=S(=O)(NC1CCN(Cc2ccccc2)CC1)c1ccc(Cl)cc1
54) CCOC(=O)C1(Cc2ccccc2C(F)(F)F)CCN(Cc2ccc(COC)o2)CC1
55) Cc1ccc(-c2csc(C3=C(O)CN(NC(=O)c4ccco4)C3=N)n2)cc1
56) O=C(Cc1ccccc1)Nc1c(Cl)ccc2nsnc12
57) CC1CCc2nc(/C(C#N)=C/c3ccncc3)sc2C1 (configuration not stated)
58) CCOC(=O)c1c(C)[nH]c(C)c1C(=O)COC(=O)CNC(=O)c1ccc(OCC)cc1

compound no.,49,50,51,52,53,54,55,56,57,58
MT1-MMP act inh,-6,3,-2,-2,5,-5,-2,-1,-3,-8
CSN inh,0,1,4,-3,8,-1,-1,-4,8,2
bovine MsrA act,-1,0,-2,-8,2,-6,0,-3,-3,-5
E coli Lon inh,0,-4,-5,-6,1,-6,2,0,-38,-8
Rin1 Abl inh,1,1,2,1,-2,0,0,1,0,-4
MsrA inhibitor,-0.8,1.0,x,0.1,-2.0,1.0,0.6,0.0,1.5,2.1
MLLE-PAM2 inh,-4,-4,19,5,-1,16,3,3,1,-13
FAS-TE inh,-7,-3,2,-6,0,5,-10,-2,8,-6
Rpn11 block,i,i,i,i,i,i,i,i,i,i
